High-throughput results (PubChem)
AmpC inh no detg = inhibitors of E. coli AmpC beta-lactamase without detergent; P00811; AmpC nitrocefin hydrolysis, absorbance 480 nm, 0.0001% Triton; Potency, µM (titrated, usually from 57.1 µM), for the others: at the top dose activity change, negative = inhibition, usual class: inhibitors; 0.52% of 330,000 active; AID 485341;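 also: potency is read from the fitted curve at half-maximal effect; plate controls were no compound for no effect and no enzyme for full effect; nearly all actives have a fitted effect of over 20% in size; some results filed as inactive show a strong effect at the top dose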
Target sequence (P00811 whole entry, looked up): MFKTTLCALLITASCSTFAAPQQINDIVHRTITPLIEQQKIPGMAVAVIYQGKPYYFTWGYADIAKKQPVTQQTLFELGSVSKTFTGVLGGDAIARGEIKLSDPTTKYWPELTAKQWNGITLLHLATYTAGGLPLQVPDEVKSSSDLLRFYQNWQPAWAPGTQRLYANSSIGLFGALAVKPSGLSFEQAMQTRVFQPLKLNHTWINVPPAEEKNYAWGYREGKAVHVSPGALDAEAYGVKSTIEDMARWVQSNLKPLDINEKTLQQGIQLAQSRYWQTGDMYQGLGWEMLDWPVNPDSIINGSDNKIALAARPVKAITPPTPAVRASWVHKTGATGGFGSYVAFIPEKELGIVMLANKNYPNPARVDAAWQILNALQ
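20 mM phosphate pH 7.0 + 0.01% (detergent screen) or 0.0001% Triton X-100; 5.3 nM AmpC reagent; cpd preinc 15 min RT; nitrocefin (800 uM stock) to start; A480 q20 s × 4 min; Activity was normalised to no-enzyme and no-compound control wells.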
HCMV inh = blocks human cytomegalovirus replication | HFF cells, HCMV-luciferase reporter, 72 h; active compounds read low | activity change, negative = inhibition, % at 57.5 µM | 4.5% of 410,000 active; in the data active = activity change below about -60%; inconclusive = no clear call, values can overlap the other calls; inactive = above about -39%; also: % is scaled to controls: 0 for no effect and ±100 for the full control effect
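Compounds were evaluated in HFFs infected with an HCMV luciferase reporter virus (MOI 1 PFU/cell). Luciferase in lysates collected 72 h post infection served as the replication measure.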
Shiga toxin inh = inhibitors of Shiga toxin in Vero cells | Vero cells, Shiga toxin protein synthesis inhibition reporter | inhibition, % at 38.7 µM | 9.2% of 290,000 active; in the data active = inhibition mostly above about 28%, no sharp cut-off; inactive = mostly below about 43%; also: 0% is about no effect
AmpC detergent = inhibitors of E. coli AmpC beta-lactamase with detergent; AmpC hydrolysis of nitrocefin, absorbance 480 nm, 0.01% Triton; Potency, µM (doses to about 114 µM), without a hit: top-dose activity change, negative = inhibition, actives largely listed as inhibitors; 0.041% of 370,000 active; P00811;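 also: potency is read from the fitted curve at half-maximal effect; 0% = no-compound wells and -100% = no-enzyme wells; nearly all actives have a fitted effect of over 25% in size; some results filed as inactive show a strong effect at the top dose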
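20 mM phosphate pH 7.0 + 0.01% (detergent screen) or 0.0001% Triton X-100; 5.3 nM AmpC reagent; cpd preinc 15 min RT; nitrocefin (800 uM stock) to start; A480 q20 s × 4 min; Activity was normalised to no-enzyme and no-compound control wells.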
Cycloheximide cs = counter-screen hit for Shiga toxin inhibitors, cycloheximide; cell reporter, cycloheximide protein synthesis inhibition counterscreen; max response, %; 12% of 300,000 active; AID 2314; in the data active = max response mostly above about 13%, no sharp cut-off; inactive = mostly below about 14%; also: read at 38.3 µM for the half of the compounds with a filed dose; 0% is about no effect
FBPA Giardia inh = inhibitors of Giardia lamblia fructose-1,6-bisphosphate aldolase; A8B2U2; purified Giardia FBPA; Potency, µM (doses to about 59.6 µM), inactives show at the highest dose activity, negative = inhibition, hits mostly inhibitors; 0.71% of 290,000 active; AID 2451; also: potency is read from the fitted curve at half-maximal effect; % is scaled to controls: 0 for no effect and ±100 for the full control effect; nearly all actives have a fitted effect of over 55% in size
Target sequence (A8B2U2 whole entry, looked up): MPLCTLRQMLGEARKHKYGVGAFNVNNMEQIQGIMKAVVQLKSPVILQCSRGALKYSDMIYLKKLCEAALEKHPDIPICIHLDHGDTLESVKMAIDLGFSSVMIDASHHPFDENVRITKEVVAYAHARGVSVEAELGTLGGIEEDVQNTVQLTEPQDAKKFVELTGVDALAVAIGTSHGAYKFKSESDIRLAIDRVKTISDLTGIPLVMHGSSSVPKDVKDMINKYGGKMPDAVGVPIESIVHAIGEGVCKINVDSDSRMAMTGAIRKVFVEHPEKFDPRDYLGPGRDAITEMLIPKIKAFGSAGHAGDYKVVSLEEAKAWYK
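40 nM FBPA preincubated 10 min at RT with compound (up to 57.5 uM final), then substrate plus GAPDH/TPI/NAD/arsenate coupling and diaphorase/resazurin added. Fluorescence read after 20 min at RT, 525/598 nm.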
AMA1 RON2 block = AMA1-RON2 (P. falciparum) interaction inhibition; AlphaScreen AMA1-biotinylated RON2 peptide binding; Potency, µM (doses to about 58.2 µM), for the others: at the highest dose activity change, negative = inhibition, actives largely listed as inhibitors; 0.2% of 360,000 active;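 also: potency is read from the fitted curve at half-maximal effect; 0% = vehicle wells and -100% = peptide control; nearly all actives have a fitted effect of over 45% in size; some results filed as inactive show a strong effect at the top dose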
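AMA1 (3D7) with his tag at 25 nM final met compounds first, then biotinylated RON2 peptide at 25 nM; detection used donor plus acceptor beads, 10 µg/mL apiece, read by AlphaScreen after 30 min at room temperature.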
The depositor's hits bear a star; [ ] = remark or other dose. Unless noted, calls follow the shape of the dose curve; as a rule, active = well fitted curve in the direction sought with a large enough effect; inconclusive = small, poorly fitted or top-dose-only effect, or another doubt; inactive = no such curve, though single readings can be large; an effect the other way counts as inactive or inconclusive.

How did COc1cccc(C(=O)COC(=O)CCC(=O)NC2CCCCC2)c1 do in these assays?
AmpC inh no detg: 4%; HCMV inh: -30; Shiga toxin inh: -21; AmpC detergent: -4%; Cycloheximide cs: -1; FBPA Giardia inh: -1%; AMA1 RON2 block: -3%

How did NC(=O)CSc1ccc(-c2ccc(F)cc2)nn1 do in these assays?
AmpC inh no detg: -2%; HCMV inh: -18; Shiga toxin inh: 27; AmpC detergent: -2%; Cycloheximide cs: 3; FBPA Giardia inh: 1%; AMA1 RON2 block: -2%

Results for Cc1nc2ccccc2c(=O)n1-c1ccccc1[N+](=O)[O-] ?
AmpC inh no detg: -2%; HCMV inh: -30; Shiga toxin inh: -10; AmpC detergent: 7%; Cycloheximide cs: 0; FBPA Giardia inh: 4%; AMA1 RON2 block: 5%

How did O=C(O)C1CC=C(Cl)CC1C(=O)NC1CCCCC1 (stereo not drawn) do in these assays?
AmpC inh no detg: -4%; Shiga toxin inh: -4; AmpC detergent: -3%; Cycloheximide cs: -2; AMA1 RON2 block: 16%

How did Cc1ccc(S[C@@H](CCN2CC[C@H](O)CCC2=O)c2ccccc2)cc1 do in these assays?
AmpC inh no detg: 133%[activator]; HCMV inh: 58; Shiga toxin inh: -10; AmpC detergent: inconclusive; Cycloheximide cs: -3; FBPA Giardia inh: -5%; AMA1 RON2 block: 0%

What do the screens show for `CCN1CN(Cc2ccco2)CNC1=S`?
AmpC inh no detg: -27%; HCMV inh: 19; Shiga toxin inh: 7; AmpC detergent: -7%; Cycloheximide cs: -2; FBPA Giardia inh: -8%; AMA1 RON2 block: -25%

What do the screens show for `O=C(O)Cc1sc(Nc2ccccc2)nc1-c1cccs1`?
AmpC inh no detg: -24%; HCMV inh: -8; Shiga toxin inh: 65*; AmpC detergent: -14%; Cycloheximide cs: 26*; FBPA Giardia inh: 6%; AMA1 RON2 block: 33%[activator]

What do the screens show for `O=C(CCn1cccc1)Nc1ccc(OC(F)(F)F)cc1`?
AmpC inh no detg: -20%; HCMV inh: -22; Shiga toxin inh: 20; AmpC detergent: 6%; Cycloheximide cs: 6; FBPA Giardia inh: -11%; AMA1 RON2 block: -8%

What do the screens show for `CCN1/C(=C/C(=O)c2ccco2)Sc2ccccc21`?
AmpC inh no detg: -20%; HCMV inh: 146; Shiga toxin inh: 65; AmpC detergent: -12%; Cycloheximide cs: 24*; FBPA Giardia inh: inconclusive; AMA1 RON2 block: 4%

What do the screens show for `COc1cccc(CNC(=O)CCC2CCCN(C(=O)c3cc(C)on3)C2)c1` (stereo not drawn)?
AmpC inh no detg: -1%; HCMV inh: -11; Shiga toxin inh: 14; AmpC detergent: 5%; Cycloheximide cs: -1; FBPA Giardia inh: 3%; AMA1 RON2 block: -5%

What do the screens show for `COC(=O)C1=C(C(=O)OC)SC2(S1)C(C(=O)OC)=C(C(=O)OC)SC1=C2c2cccc(C)c2NC1(C)C`?
AmpC inh no detg: 76%[activator]; HCMV inh: 7; Shiga toxin inh: -18; AmpC detergent: 1%; Cycloheximide cs: 4; FBPA Giardia inh: 4%; AMA1 RON2 block: -26%

How did CC1O[C@@H](O[C@H](C)CC[C@@H](C)O[C@H]2OC(C)[C@@H](O)C[C@H]2O)C(O)C[C@H]1O (stereo partly drawn) do in these assays?
AmpC inh no detg: -8%; HCMV inh: -9; AmpC detergent: 2%; AMA1 RON2 block: -3%

Results for CN(Cc1ccon1)C(=O)CC1C(=O)NCCN1CC1CCCCC1 (stereo not drawn) ?
AmpC inh no detg: 31%; HCMV inh: 0; Shiga toxin inh: -3; AmpC detergent: -2%; Cycloheximide cs: -3; FBPA Giardia inh: -24%; AMA1 RON2 block: -5%

What do the screens show for `Cc1ccccc1OCC(=O)NNC(=O)Cc1ccc(S(=O)(=O)N2CCOCC2)s1`?
AmpC inh no detg: -5%; HCMV inh: -16; AmpC detergent: -1%; AMA1 RON2 block: 71%[activator]

Results for CCCCNC(=O)CSc1nc2cc3c(cc2c(=O)n1CCCN(CC)CC)OCO3 ?
AmpC inh no detg: -9%; HCMV inh: 10; Shiga toxin inh: -5; AmpC detergent: -7%; Cycloheximide cs: -5; FBPA Giardia inh: 3%; AMA1 RON2 block: 13%

Results for c1ccc(Oc2nc(NC3CCCCC3)c3[nH]cnc3n2)cc1 ?
Shiga toxin inh: -5; Cycloheximide cs: -3; FBPA Giardia inh: 16µM*

Results for O=C(CSc1ncnc2sccc12)NC1CCS(=O)(=O)C1 (stereo not drawn) ?
AmpC inh no detg: -10%; HCMV inh: -22; AMA1 RON2 block: -21%

How did CCCC1S/C(=N/N=C/c2ccco2)NC1=O (stereo not drawn) do in these assays?
AmpC inh no detg: inconclusive; HCMV inh: -11; Shiga toxin inh: -3; AmpC detergent: -11%; Cycloheximide cs: -3; FBPA Giardia inh: -23%; AMA1 RON2 block: 57%[activator]

Results for CN(C(=O)c1nn(C)c2c1CSc1ccccc1-2)c1ccc(F)cc1 ?
AmpC inh no detg: 61%[activator]; HCMV inh: 153; Shiga toxin inh: -3; AmpC detergent: 3%; Cycloheximide cs: -2; FBPA Giardia inh: -10%; AMA1 RON2 block: 7%

What do the screens show for `Cc1nc2c(c(N3CCOCC3)n1)OCC(=O)N2`?
AmpC inh no detg: -7%; HCMV inh: 29; Shiga toxin inh: -22; AmpC detergent: -19%; Cycloheximide cs: -8; FBPA Giardia inh: 0%; AMA1 RON2 block: 3%

Results for O=C(Nc1ccc2c(c1)OCO2)c1ccccc1SCC(=O)N1CCCC1 ?
AmpC inh no detg: 1%; HCMV inh: 58; Shiga toxin inh: -6; AmpC detergent: 3%; Cycloheximide cs: -2; FBPA Giardia inh: 0%; AMA1 RON2 block: 10%

What do the screens show for `Cc1cccc(N=Nc2c(O)[nH]c3ccc(F)cc23)c1`?
AmpC inh no detg: -16%; HCMV inh: 101; Shiga toxin inh: 143*; AmpC detergent: 2%; Cycloheximide cs: 49*; FBPA Giardia inh: -7%; AMA1 RON2 block: 0%

Results for C/C(=N/NC(=O)CSc1nc2ccccc2s1)c1ccncc1 ?
AmpC inh no detg: -8%; HCMV inh: -35; Shiga toxin inh: 9; AmpC detergent: -7%; Cycloheximide cs: -1; FBPA Giardia inh: 3%; AMA1 RON2 block: -1%

How did CCN(CC(=O)Nc1ccc(NC(C)=O)cc1)C(=O)c1ccc2ccccc2c1 do in these assays?
AmpC inh no detg: -24%; HCMV inh: 4; AmpC detergent: inconclusive; AMA1 RON2 block: 13%

How did O=C(O)CCCN1C(=O)/C(=C\c2ccccc2OCc2ccccc2)SC1=S do in these assays?
AmpC inh no detg: -28%; HCMV inh: inconclusive; Shiga toxin inh: 3; AmpC detergent: 6%; Cycloheximide cs: -2; AMA1 RON2 block: -18%

What do the screens show for `O=C(Nc1ccc(N2CCN(C(=O)c3ccco3)CC2)c(Cl)c1)c1cc2ccccc2o1`?
AmpC inh no detg: -8%; HCMV inh: -99*; Shiga toxin inh: 52; AmpC detergent: -1%; Cycloheximide cs: 23*; FBPA Giardia inh: inconclusive; AMA1 RON2 block: -10%

How did NNC(=O)CNC(=O)C12CC3CC(CC(C3)C1)C2 do in these assays?
AmpC inh no detg: -18%; HCMV inh: -22; Shiga toxin inh: 18; AmpC detergent: -2%; Cycloheximide cs: 4; FBPA Giardia inh: 5%; AMA1 RON2 block: 4%

What do the screens show for `O=C(CN1CCN(S(=O)(=O)c2cc(C(F)(F)F)ccc2Cl)CC1)N1CCc2ccccc2C1`?
AmpC inh no detg: 179%[activator]; HCMV inh: -28; AmpC detergent: inconclusive; AMA1 RON2 block: 5%

How did CC(=O)C1C(c2ccc(F)cc2)c2c(noc2C)CC1(C)O (stereo not drawn) do in these assays?
AmpC inh no detg: 4%; HCMV inh: -15; Shiga toxin inh: 22; AmpC detergent: 1%; Cycloheximide cs: -1; FBPA Giardia inh: 7%; AMA1 RON2 block: -5%

Results for O=C(C1CCCO1)N1CCN(S(=O)(=O)c2ccc(Br)cc2)CC1 (stereo not drawn) ?
AmpC inh no detg: 15%; HCMV inh: 17; Shiga toxin inh: -30; AmpC detergent: 1%; Cycloheximide cs: -1; AMA1 RON2 block: -5%

Results for CCN(CCO)C(=O)c1ccc2oc(Cc3ccc(Cl)cc3)nc2c1 ?
AmpC inh no detg: 97%[activator]; HCMV inh: -16; Shiga toxin inh: -2; AmpC detergent: inconclusive; Cycloheximide cs: -1; FBPA Giardia inh: 7%; AMA1 RON2 block: 11%

How did Cc1ccc(-c2nn(CC(=O)NCc3cc(-c4nn(C)c(=O)c5ccccc45)ccc3C)c(=O)c3ccccc23)cc1 do in these assays?
AmpC inh no detg: -22%; HCMV inh: -95*; Shiga toxin inh: -12; AmpC detergent: -3%; Cycloheximide cs: -4; FBPA Giardia inh: 2%; AMA1 RON2 block: 19%

What do the screens show for `CN(C)/C=C/C(=O)c1cnc(-c2ccc(Cl)cc2)s1`?
AmpC inh no detg: -21%; HCMV inh: 27; Shiga toxin inh: 97*; AmpC detergent: -3%; Cycloheximide cs: 51*; FBPA Giardia inh: 2%; AMA1 RON2 block: 2%

Results for N#Cc1cc(-c2ccccc2)nnc1Sc1ccccc1 ?
AmpC inh no detg: -6%; HCMV inh: 30; Shiga toxin inh: 25; AmpC detergent: -6%; Cycloheximide cs: 1; FBPA Giardia inh: 6%; AMA1 RON2 block: -1%

Results for COc1ccc(Cl)cc1NC(=O)CN(C(=O)c1ccco1)C1CCCCC1 ?
AmpC inh no detg: 65%[activator]; HCMV inh: -15; Shiga toxin inh: -3; AmpC detergent: 1%; Cycloheximide cs: 9; FBPA Giardia inh: inconclusive; AMA1 RON2 block: -13%

What do the screens show for `N#CCc1ccc(NC(=O)Cn2c(=O)oc3ccccc32)cc1`?
AmpC inh no detg: 1%; HCMV inh: 8; Shiga toxin inh: -9; AmpC detergent: 1%; Cycloheximide cs: -2; FBPA Giardia inh: 17%; AMA1 RON2 block: 22%

4 compounds out of the list, sorted by SMILES length, ascending:
Results for N#Cc1cc(-c2ccccc2)nnc1Sc1ccccc1 ?
AmpC inh no detg: -6%; HCMV inh: 30; Shiga toxin inh: 25; AmpC detergent: -6%; Cycloheximide cs: 1; FBPA Giardia inh: 6%; AMA1 RON2 block: -1%

Results for O=C(Nc1ccc2c(c1)OCO2)c1ccccc1SCC(=O)N1CCCC1 ?
AmpC inh no detg: 1%; HCMV inh: 58; Shiga toxin inh: -6; AmpC detergent: 3%; Cycloheximide cs: -2; FBPA Giardia inh: 0%; AMA1 RON2 block: 10%

How did O=C(O)CCCN1C(=O)/C(=C\c2ccccc2OCc2ccccc2)SC1=S do in these assays?
AmpC inh no detg: -28%; HCMV inh: inconclusive; Shiga toxin inh: 3; AmpC detergent: 6%; Cycloheximide cs: -2; AMA1 RON2 block: -18%

What do the screens show for `O=C(CN1CCN(S(=O)(=O)c2cc(C(F)(F)F)ccc2Cl)CC1)N1CCc2ccccc2C1`?
AmpC inh no detg: 179%[activator]; HCMV inh: -28; AmpC detergent: inconclusive; AMA1 RON2 block: 5%
